Screening data deposited in PubChem by National Center for Advancing Translational Sciences (NCATS).
N370S GC: qHTS Assay for Inhibitors and Activators of N370S glucocerebrosidase as a Potential Chaperone Treatment of Gaucher Disease; N370S GC spleen homogenate, 4MU-glucoside fluorescence; Potency, µM (highest dose often 59.4 µM), without a hit: at the highest dose activity change, negative = inhibition, actives largely listed as inhibitors; actives 0.092% (n = 330,000); AID 2101, 2009;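 note: 0% = full enzyme activity and -100% = no enzyme basal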
TDP1 block: qHTS Assay for Inhibitors of Tyrosyl-DNA Phosphodiesterase (TDP1) | Tyrosyl-DNA phosphodiesterase 1 (Homo sapiens), Q9NUW8 | AID 485290, 2010 | Potency, µM (top dose mostly 130 µM), for the others: at the highest dose activity change, negative = inhibition, actives largely listed as inhibitors | actives 0.28% (n = 350,000) | recombinant TDP1, AlphaScreen DNA substrate cleavage; note: nearly all actives have a fitted effect of over 40% in size
Target sequence (Q9NUW8 whole entry, looked up): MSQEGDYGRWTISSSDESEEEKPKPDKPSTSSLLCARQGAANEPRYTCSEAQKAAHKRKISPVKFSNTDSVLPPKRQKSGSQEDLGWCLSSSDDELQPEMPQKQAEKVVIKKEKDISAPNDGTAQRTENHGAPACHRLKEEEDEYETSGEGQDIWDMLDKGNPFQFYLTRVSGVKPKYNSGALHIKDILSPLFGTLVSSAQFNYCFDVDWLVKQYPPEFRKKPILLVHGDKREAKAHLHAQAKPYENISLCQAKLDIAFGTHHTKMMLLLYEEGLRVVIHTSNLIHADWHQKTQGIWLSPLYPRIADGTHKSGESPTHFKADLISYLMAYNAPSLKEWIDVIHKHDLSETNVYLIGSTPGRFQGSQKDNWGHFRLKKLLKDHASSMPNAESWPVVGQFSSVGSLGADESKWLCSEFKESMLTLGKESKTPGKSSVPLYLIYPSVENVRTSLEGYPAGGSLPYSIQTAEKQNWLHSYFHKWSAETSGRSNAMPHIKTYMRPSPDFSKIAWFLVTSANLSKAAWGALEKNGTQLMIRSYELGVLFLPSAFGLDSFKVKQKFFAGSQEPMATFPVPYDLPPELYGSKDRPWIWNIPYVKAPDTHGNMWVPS
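Recombinant E. coli-expressed Tdp1 (1 nM) preincubated with compound 15 min at RT, then 5'-biotin/3'-phosphotyrosine-FITC DNA substrate (15 nM) added for 5 min. AlphaScreen beads (10 ug/ml) added, 10 min RT; tyrosine-FITC cleavage read as signal loss.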
FEN1 inh: qHTS Assay for the Inhibitors of Human Flap endonuclease 1 (FEN1). P39748. Recombinant FEN1 flap cleavage, fluorescence, 15 min. Potency, µM (series often up to 114 µM), for the others: at the top dose activity change, negative = inhibition, actives largely listed as inhibitors. actives 0.35% (n = 390,000). AID 588795, 2011; note: nearly all actives have a fitted effect of over 65% in size
Target sequence (P39748 whole entry, looked up): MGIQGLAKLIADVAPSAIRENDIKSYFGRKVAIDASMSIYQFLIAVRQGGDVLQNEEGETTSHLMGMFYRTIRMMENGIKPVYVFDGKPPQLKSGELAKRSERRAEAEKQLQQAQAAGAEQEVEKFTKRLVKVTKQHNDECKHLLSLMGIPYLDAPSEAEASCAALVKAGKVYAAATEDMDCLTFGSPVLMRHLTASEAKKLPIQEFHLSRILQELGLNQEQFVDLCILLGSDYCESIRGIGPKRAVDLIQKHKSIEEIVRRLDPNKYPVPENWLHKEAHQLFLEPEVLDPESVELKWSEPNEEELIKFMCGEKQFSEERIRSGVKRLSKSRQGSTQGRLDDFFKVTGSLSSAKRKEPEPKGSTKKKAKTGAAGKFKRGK
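Steps: FEN1 (10 nM) dispensed; compound added by pin tool; 15 min at room temperature; substrate added to 50 nM final; reads at 0 min and 15 min; data normalized and fitted (four-parameter Hill).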
Numbers without * were called inactive; nt = not tested or not shown; & = joins results of further samples; [ ] = another dose, or the depositor's remark. Calls come from the whole dose curve; as a rule, active = well fitted curve in the direction sought with a large enough effect; inconclusive = small, poorly fitted or top-dose-only effect, or another doubt; inactive = no such curve, though single readings can be large; an effect the other way counts as inactive or inconclusive. Unless noted, % is set by controls: 0 for no effect and ±100 for the full control effect; potency is the fitted concentration of half-maximal effect. This is a random part of the collection. Share with any hit: about 0.57%.

SMILES | N370S GC | TDP1 block | FEN1 inh
COc1ccc(-c2cc3c(=O)n(CC(=O)NCc4ccccc4OC)ncn3n2)cc1 | -6.4% | nt | 4.1%
Cc1cc(Cl)ccc1NC(=S)NC(C)(C)C | 7.5% | 0.0% | -17.0%
CCOC(=O)NC(=O)COC(=O)CCCSc1nc2ccccc2s1 | 6.9% | -1.1% | 2.7%
O=C(COc1ccccc1)Nc1sc2c(c1C(=O)NCc1cccnc1)CCCC2 | 11.2% | -2.8% | 9.0%
Nc1nc(CN2CCN(c3cccc(Cl)c3)CC2)nc(N2CCCc3ccccc32)n1 | 0.4% | 9.3% | -5.9%
C[C@H]1CN(S(=O)(=O)c2ccc3c(c2)OCCO3)CCN1S(=O)(=O)c1c(F)cccc1F | nt | 0.4%&0.1% | -1.4%
COc1ccc(C2c3sc(=O)[nH]c3SC3C4CCC(C4)C23)cc1OC (stereo not given) | -6.0% | 3.2% | 2.7%
O=C(N=C1SC2CS(=O)(=O)CC2N1c1ccc(F)cc1)C1CCCCC1 (stereo not given) | -1.5% | 2.7% | 19.0%
CN1CCN(CCCc2c3c(cc4c2CCC4)CCC3)CC1 | 11.3% | 0.0% | -0.4%
COc1ccc(CNC(=O)[C@@H](C)NC(=O)C2CCN(C(=O)[C@@H](N)CCSC)CC2)cc1 | -2.2% | nt | 1.5%
COc1cccc(NC(=O)C2CCN(S(=O)(=O)c3c(C)noc3/C=C/c3cccs3)CC2)c1 | nt | 0.0% | -16.1%
COc1ccccc1C(=O)NCCC(=O)NCCOc1ccccc1 | -7.5% | -3.9% | -9.4%
CCCCn1c(N)c(N(CCOC)C(=O)c2ccc(OCc3c(C)noc3C)cc2)c(=O)[nH]c1=O | nt | 0.8% | -0.5%
CCOc1ccc(CNC(=O)C2CCN(Cc3cc4ccccc4n3Cc3ccccc3C)CC2)cc1 | nt | 2.5% | -7.1%
Cc1ccc(-c2nnc(-n3nc(C)cc3C)c3ccccc23)cc1 | 5.2% | 4.1% | -2.9%
C/C(=N/NC(=O)c1cccnc1)C1=C(O)CC(C)(C)CC1=O | -0.7% | 0.0% | 3.7%
O=C(NCc1ccc2c(c1)OCO2)C1CCC(=O)N1C1CCCCC1 (stereo not given) | 7.8% | nt | -3.5%
CCN(C(=O)CSc1nc2ccccc2n1CC(=O)NCc1ccc(OC)cc1)c1ccccc1 | nt | 1.2% | -6.9%
CCOC(=O)c1c(-c2ccc(OC)cc2)csc1NC(=O)CNCc1ccco1 | -18.8% | 0.0% | -11.7%
CC1CC(C)CN(C(=O)COC(=O)c2c[nH]c3ccccc23)C1 (stereo not given) | nt | 0.1% | -21.4%
CC(=O)N1CCN(CC(O)COc2ccc(Br)cc2)CC1 (stereo not given) | -11.6% | nt | -3.6%
C/C(=N/NC(=O)c1ccncc1)C1=C(O)CC(C)(C)CC1=O | 5.0% | 4.9% | 3.3%
CC(C)c1ccc(NC(=O)c2cc(S(=O)(=O)N3CCc4ccccc4C3)ccc2F)cc1 | nt | 10.4% | 4.0%
CCCCNS(=O)(=O)c1ccc2nc(SCC(=O)Nc3cc(C)cc(C)c3)[nH]c2c1 | -10.1% | 0.0% | -15.8%
COc1ccc(-n2nnnc2SCC(=O)Nc2ccccc2F)cc1 | 6.7% | nt | 29.9%
O=C(C(NS(=O)(=O)c1cccs1)c1ccccc1)N1CCN(c2ccccc2)CC1 (stereo not given) | 12.8% | 5.9% | -7.1%
Cc1nn(C2CCS(=O)(=O)C2)c(Cl)c1/C=C/C(=O)OCC(=O)c1c[nH]c2ccccc12 (stereo not given) | -0.7% | 0.0% | -9.1%
COc1ccc(/C=C/c2cc(-c3ccc(C)cc3)o[n+]2C)cc1 | 2.7%[12.8 µM] | -1.0% | -19.3%
COc1ccc2oc(=O)c(-c3nc(C)cs3)cc2c1 | -5.1% | -2.4% | -17.1%
CCCSC1=C(C#N)C(c2ccc(O)c(OC)c2)CC(=O)N1 (stereo not given) | -17.8% | 2.0% | -4.5%
CCOC(=O)N1CCN(C(=O)CSc2nc3nc(C)cc(C)n3n2)CC1 | nt | -0.2% | -4.4%
CC(C)C(=O)c1cc2c(cc1NC(=O)c1ccccc1F)OCCO2 | nt | -13.9% | -20.4%
Cc1cc(C)cc(OCC(=O)Nc2ccc(-c3nc4ccccc4s3)cc2)c1 | nt | -6.8% | 1.3%
COc1ccc(NC2=C(NC(C)=O)C(=O)c3ccccc3C2=O)cc1 | 0.6% | nt | -0.2%
OCCc1ccc(O)c(-n2nc3ccccc3n2)c1 | -7.9% | 1.5% | 6.8%
CC(=O)NCCCC(=O)NNC1CC(=O)N(c2cccc(Cl)c2)C1=O (stereo not given) | -5.2% | 1.2% | -8.3%
COc1cc(NC(=S)N2CCN(CCO)CC2)c(OC)cc1Cl | 7.8% | -6.7% | -0.2%
CCC1CCC(C(=O)NNC(=O)OC)CC1 (stereo not given) | 13.1% | 5.3% | 5.4%
COc1ccc(NC(=O)NC2CCCCCCC2)c(OC)c1 | 3.0% | 7.7% | 1.7%
COc1ccccc1NS(=O)(=O)c1ccc(C(=O)NCc2ccncc2)cc1 | nt | 1.2% | -3.3%
COc1cccc(C(=O)Nc2ccc(C(=O)c3ccncc3)cc2)c1 | -6.5% | nt | -10.0%
CCCn1c(NCc2ccccc2NS(=O)(=O)c2ccc(C)cc2)nc2ccccc21 | -2.6% | 5.3% | 3.7%
CC(C)(C)C(=O)CN1CCN(S(=O)(=O)c2ccc(F)cc2)CC1 | 6.7% | 3.1% | 10.4%
O=C(CC(NC(=O)OCc1ccccc1)C(=O)O)OCc1ccccc1 (stereo not given) | -11.4% | 2.4% | 9.7%
O=C(Cc1cccs1)Nc1ccc(C(=O)O)cc1 | 26.5% | -9.9% | 6.3%
CC[C@@H]1C(c2ccc(F)cc2)=NN(c2ccc(Br)cc2)[C@H]1C(=O)N1CCOC1=O | 16.9% | -7.1%[56.1 µM] | -6.3%
S=C1Nc2cc(Cl)ccc2Sc2ccccc21 | -1.7% | 2.3% | -1.0%
COc1ccc2c(CNC3CCCCCC3)c(C(=O)O)n(Cc3ccccc3F)c2c1 | nt | 2.6% | -1.8%
CCOc1ccc(C)cc1S(=O)(=O)N1CCCCC1 | -9.3% | -1.1% | -6.0%
Cc1cccc(Cn2c(=O)n(CC3CCC(C(=O)N4CCC(C)CC4)CC3)c(=O)c3sccc32)c1 (stereo not given) | nt | 8.4% | 0.6%
O=[N+]([O-])c1ccc(NC(=S)NCc2ccc(F)cc2)cc1 | -17.0% | 6.2% | -5.4%
CCCOc1ccc(C(=O)N(Cc2ccc(N(C)C)cc2)CC2CCCO2)cc1 (stereo not given) | nt | 4.7% | 9.0%
CCOC(=O)C1CCCN(C(=O)CS(=O)(=O)Cc2ccccc2)C1 (stereo not given) | -9.2% | 4.3% | -5.9%
COCCNC(=O)c1cccc(OC2CCN(Cc3ccc(C(=O)OC)cc3)CC2)c1 | -1.7% | 1.5% | 0.1%
Cc1ccc(N(Cc2ccc(C(=O)Nc3ccccc3C(=O)NCc3ccco3)cc2)S(C)(=O)=O)cc1C | -16.3% | 2.0% | -10.7%
Cc1oc(-c2cccc(Cl)c2)nc1CN1CCC(C(=O)NCCCN2CCN(c3ccccc3F)CC2)CC1 | nt | 4.6% | -0.1%
C=CC[C@@H](CC(=O)NCCO)C(=O)N[C@@H](C)COC(=O)[C@@H](CC=C)Cc1ccc(F)cc1 | nt | 1.0% | 1.3%
Cc1cc(C)cc(N(C(=O)c2csnn2)C(C(=O)NC2CCCCC2)c2ccccn2)c1 (stereo not given) | 2.7% | 8.9% | -0.3%
COc1ccc(C2COC(=O)C2=N)c(NC(=O)c2ccc(Cl)cc2)c1 (stereo not given) | 0.2% | 5.5% | 2.3%
Cc1ccc(C)c(N(CC(=O)NC2CCCC2)C(=O)CCCC(=O)Nc2ccccn2)c1 | -2.4% | -2.1% | 2.5%

2 records drawn at random from the list so far:
SMILES | N370S GC | TDP1 block | FEN1 inh
CCCn1c(NCc2ccccc2NS(=O)(=O)c2ccc(C)cc2)nc2ccccc21 | -2.6% | 5.3% | 3.7%
CCOC(=O)C1CCCN(C(=O)CS(=O)(=O)Cc2ccccc2)C1 (stereo not given) | -9.2% | 4.3% | -5.9%

Ordered by formula weight (lowest first): twelve of the compounds above
SMILES | N370S GC | TDP1 block | FEN1 inh
OCCc1ccc(O)c(-n2nc3ccccc3n2)c1 | -7.9% | 1.5% | 6.8%
Cc1cc(Cl)ccc1NC(=S)NC(C)(C)C | 7.5% | 0.0% | -17.0%
COc1ccc(/C=C/c2cc(-c3ccc(C)cc3)o[n+]2C)cc1 | 2.7%[12.8 µM] | -1.0% | -19.3%
CCCSC1=C(C#N)C(c2ccc(O)c(OC)c2)CC(=O)N1 (stereo not given) | -17.8% | 2.0% | -4.5%
COc1ccc(NC2=C(NC(C)=O)C(=O)c3ccccc3C2=O)cc1 | 0.6% | nt | -0.2%
O=C(CC(NC(=O)OCc1ccccc1)C(=O)O)OCc1ccccc1 (stereo not given) | -11.4% | 2.4% | 9.7%
COc1ccc(C2COC(=O)C2=N)c(NC(=O)c2ccc(Cl)cc2)c1 (stereo not given) | 0.2% | 5.5% | 2.3%
COc1ccc(-c2cc3c(=O)n(CC(=O)NCc4ccccc4OC)ncn3n2)cc1 | -6.4% | nt | 4.1%
O=C(COc1ccccc1)Nc1sc2c(c1C(=O)NCc1cccnc1)CCCC2 | 11.2% | -2.8% | 9.0%
CC[C@@H]1C(c2ccc(F)cc2)=NN(c2ccc(Br)cc2)[C@H]1C(=O)N1CCOC1=O | 16.9% | -7.1%[56.1 µM] | -6.3%
COc1cccc(NC(=O)C2CCN(S(=O)(=O)c3c(C)noc3/C=C/c3cccs3)CC2)c1 | nt | 0.0% | -16.1%
Cc1ccc(N(Cc2ccc(C(=O)Nc3ccccc3C(=O)NCc3ccco3)cc2)S(C)(=O)=O)cc1C | -16.3% | 2.0% | -10.7%

(cont.)
SMILES | N370S GC | TDP1 block | FEN1 inh
O=C1CSc2ccc(S(=O)(=O)N3CCN(c4ccccc4F)CC3)cc2N1 | 5.1% | 1.1% | -30.4%
COC(=O)C(C(C)=O)C(=O)C(Cc1ccccc1)NC(=O)OCc1ccccc1 (stereo not given) | 22.0%[12.8 µM] | -1.6%[21 µM] | nt
COc1ccc(C(=O)Cc2ccc3c(c2)OCO3)c(O)c1 | 9.5% | -2.6% | -0.4%
O=C1OCC(CO)(CO)N=C1NNc1ccc(Cl)c(Cl)c1 | -4.7% | 6.4% | 9.1%
Cc1nn(CCCC(=O)NCc2ccccc2)c(=O)c2nn(-c3ccccc3)c(C)c12 | 1.9% | -0.2%&-2.8% | 1.7%&-19.0%
COc1ccc(C(OC(=O)c2ccco2)C(=O)NC2CCCCC2)cc1OC (stereo not given) | 3.3% | -1.9% | -5.3%
C[C@@H](C(=O)Nc1ccc2ccccc2c1)[C@@H]1C[C@@]1(C)[C@@H](NS(=O)(=O)c1ccc2ccccc2c1)c1ccccc1 | 6.2% | 11.1% | nt
O=C(COC(=O)CNS(=O)(=O)c1ccccc1)Nc1ccc(Cl)cn1 | 8.5% | -2.0% | 4.1%
COc1cccc(CN2CC(C(=O)NCCc3ccccc3C(F)(F)F)CCC2=O)c1 (stereo not given) | -8.3% | 1.4% | -8.7%
NC(=O)OCC(COC(N)=O)c1ccccc1 | 4.1%&-1.0%&-0.3% | 8.7% | 12.4%&19.5%
COC(=O)c1ccc(C(=O)OC)c(NC(=O)CN2CCN(c3ccccc3)CC2)c1 | 6.1% | 1.0% | -7.0%
COCCCn1c(SCC(=O)Nc2ccc(NC(C)=O)cc2)nc2sc3c(c2c1=O)CCC3 | -0.2% | -13.9% | -26.9%
O=C1N[C@@H](c2ccccc2)COC(=O)[C@H](Cc2ccc(F)cc2)C/C=C\C[C@@H]1CC(=O)N(CCO)Cc1ccccc1 | nt | 1.2% | 0.7%
COc1ccc(CNC(=O)COc2ccc(Br)c(C)c2)cc1 | -4.4% | nt | -11.0%
CCOC(=O)c1sc(Nc2cccc(Cl)c2)nc1C | 3.5% | 4.7% | -11.9%
O=C(O)CCSc1ccc2ccccc2n1 | -16.2% | 4.0%&-3.1% | 7.2%&-1.4%
COc1ccc2c(c1OC)C(=O)N1C2SC(C)(C)[C@H]1C(=O)NC(C)C (stereo not given in full) | 0.6% | nt | 12.1%
CC(C)(C)C(=O)Nc1ccccc1C(=O)Nc1cccnc1 | -3.1% | 2.1% | -10.0%
Cc1ccccc1N(CC(=O)Nc1ccccc1C(=O)NCc1ccco1)S(=O)(=O)c1ccccc1 | 0.7% | 1.4% | -18.4%
